Bioassay records deposited in PubChem BioAssay by several laboratories.
Mdm2 ligase inh: Mdm2 E3 ligase (human) inhibition; signal enhancement, % at 5 µM; 0.11% of 210,000 active; Q00987; cell-based MDM2 ubiquitination luciferase reporter, 2 h; 0 = plate control, 100 = twice control, blank-subtracted;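 active = signal enhancement of 30% or more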;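 note: luminescence tracks abundance of the self-degrading MDM2-luciferase fusion protein; higher signal means inhibition of MDM2 E3 ligase activity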
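Buffer or medium: Cells held in DMEM | Assay system: Stable mammalian line carrying autodegrading MDM2–luciferase fusion reporter | Quantity: 2000 cells/well | Times: 4 h settle plus 2 h compound, 37 °C | Doses: One concentration, 5 µM, with 0.2% DMSO | Technique: Luminescence with SteadyLite reagent, 15 min at room temperature | Benchmarks: Plate controls and plate blanks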
CHOP inh: blocks CHOP induction under ER stress; CHO-K1 CHOP-promoter luciferase, tunicamycin-induced, 15-18 h; inhibition, % at 10 µM; 3.8% of 220,000 active;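 active = compounds that reduced the stress-induced luciferase reporter signal by more than about 70% of percent inhibition, limit read from the data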;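 note: 0% = tunicamycin plus vehicle and 100% = wells without tunicamycin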
Runt-SMMHC FRET: blocks binding of human RUNX1 Runt domain to CBFb-SMMHC. Q01196+Q13951. Cerulean-Runt/Venus-CBFb-SMMHC FRET ratio 530/480, 1 h. inhibition, % at 20 µM. 0.74% of 220,000 active. AID 1434;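 active = mean inhibition across duplicate retests at 20 µM reaching about 50%, limit read from the data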;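 note: 0% = DMSO wells and 100% = wells with excess untagged CBFb-SMMHC; inhibitors lower the FRET ratio by blocking Runt binding to CBFb-SMMHC; some results filed as inactive read as strong as hits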
TRPML3 ag: agonists of human TRPML3 channel | activation, % at 3 µM | AID 1448 | Q8TDD5 | 0.29% of 220,000 active | HEK293 TRPML3-YFP, Fluo-8 calcium fluorescence; 100% = the carbachol control signal;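 active = activation above its plate's cutoff, the mean activation of the plate's test wells plus 3 SD, cut at about 12% in these data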;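 note: 0% = DMSO only wells and 100% = carbachol wells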
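Test system: TRPML3-YFP stable HEK293 cells. Doses: single point at 3 µM. Incubation: dye loading 1 h 37 °C then 30 min ambient, 125 s read. Signal: Fluo-8 calcium dye fluorescence, ex 470-495, em 515-575 nm. Measure: percent activation from peak-to-basal fluorescence ratio, scaled between DMSO and carbachol.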
TNF necrop inh: blocks TNF-alpha induced death of Jurkat FADD-/- cells. Jurkat FADD-/- TNF necroptosis rescue, ATP luminescence, 24 h; 0 = TNF only, 100 = no-TNF cells. activation (protection from cell death), % at 10 µM. 0.068% of 220,000 active;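 active = activation, meaning protection from cell death, of at least 50% relative to plate controls; inactive = activation below 50%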;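 note: necroptosis triggered by 40 ng/mL TNF-alpha added together with compound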
EBV gp42 inh: blocks Epstein-Barr virus glycoprotein 42 binding | Q1HVG2 | Fluorescence polarization binding assay, mP read-out | inhibition, % (tested at 21.74 µM) | 0.42% of 220,000 active | AID 1085; in the data active = inhibition above about 50%
Target sequence (Q1HVG2 whole entry, looked up): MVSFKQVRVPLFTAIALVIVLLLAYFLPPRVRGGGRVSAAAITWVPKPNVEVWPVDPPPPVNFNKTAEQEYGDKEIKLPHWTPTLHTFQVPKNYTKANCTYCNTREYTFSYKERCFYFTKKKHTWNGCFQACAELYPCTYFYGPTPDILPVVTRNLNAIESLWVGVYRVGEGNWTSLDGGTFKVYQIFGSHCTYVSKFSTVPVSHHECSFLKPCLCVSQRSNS
PPC-1+TRAIL kill: kills PPC-1 cancer cells in the presence of TRAIL; PPC-1 cells + TRAIL, ATPLite viability luminescence; cell killing (% activity), % at 4 µM; 0.41% of 220,000 active;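 active = cell killing above 50% in the first pass at 4 µM, then a duplicate retest at 5 µM averaging 50% or more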;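 note: plate controls were cells with TRAIL plus DMSO for no effect and medium-only wells lacking cells for full effect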
zfTRPN1 agonist: agonists of zebrafish TRPN1 channel. HEK293 zebrafish TRPN1-YFP, Fluo-8 calcium fluorescence; 100% = response to 87 µM carbachol. AID 1424. 0.18% of 220,000 active. activation, % at 3 µM;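 active = activation above its plate's cutoff, the mean activation of test wells on that plate plus 3 SD, cut at about 19% in these data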;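 note: 0% = DMSO alone and 100% = 87 µM carbachol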
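Material: zebrafish TRPN1-YFP in HEK293 cells; Doses: single test compound dose, 3 µM nominal, 0.3% DMSO; Timing: dye loading 1 h at 37 °C, then 30 min room temperature; Technique: intracellular calcium fluorescence with Fluo-8; Benchmarks: high carbachol 87 µM, low DMSO alone.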
p47phox inh: p47phox (human) inhibition; P14598; p47phox/p22phox peptide binding, fluorescence polarization, 2 h; inhibition, % at 24.7 µM; 0.53% of 220,000 active; AID 1274;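 active = inhibition above about 30%, limit read from the data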;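 note: 0% = p47phox with labelled peptide and 100% = labelled peptide alone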
Target sequence (P14598 whole entry, looked up): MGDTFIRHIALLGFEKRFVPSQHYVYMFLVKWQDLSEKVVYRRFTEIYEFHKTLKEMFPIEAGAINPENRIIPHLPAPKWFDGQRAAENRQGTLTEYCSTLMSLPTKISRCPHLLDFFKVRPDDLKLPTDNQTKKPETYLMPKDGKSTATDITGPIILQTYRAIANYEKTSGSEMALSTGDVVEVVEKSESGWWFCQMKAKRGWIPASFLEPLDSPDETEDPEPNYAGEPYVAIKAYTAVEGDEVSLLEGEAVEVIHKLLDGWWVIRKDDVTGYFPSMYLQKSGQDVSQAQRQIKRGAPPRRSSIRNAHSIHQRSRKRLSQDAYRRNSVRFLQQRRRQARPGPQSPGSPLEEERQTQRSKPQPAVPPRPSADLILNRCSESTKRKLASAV
* hit, by the source's call; . = no result given; [ ] = dose if it differs, or a comment.

molecule,Mdm2 ligase inh,CHOP inh,Runt-SMMHC FRET,TRPML3 ag,TNF necrop inh,EBV gp42 inh,PPC-1+TRAIL kill,zfTRPN1 agonist,p47phox inh
O=C(CCCCn1c(=O)[nH]c2ccccc2c1=O)NCCc1c[nH]c2ccccc12,.,-1.6,3.4,-0.2,0.8,-11.0,-3.2,-0.9,-6.1
Cc1ccc(S(=O)(=O)NCc2ccco2)c(C)c1C,-6.4,7.4,3.5,0.2,1.3,5.7,10.4,-0.8,-5.0
CCCCN(CC)CCCNC(=O)Cn1nc(Cc2cccnc2)c2ccccc2c1=O,-12.3,10.7,-4.5,1.4,1.6,-10.2,1.1,0.3,-1.2
CC(C)(C)c1ccccc1OCCCCCNCCO,-12.3,-10.2,-3.6,2.0,0.3,-12.9,0.7,2.0,-0.7
CCC(=O)Nc1cnc(NC(=O)c2cccc(F)c2)cc1C,-28.0,-11.5,0.0,0.6,-1.8,-10.9,-1.8[5 µM],0.5,-8.4
COc1cc(/C=N/NC(=O)C[n+]2ccccc2)cc(OC)c1OC(C)=O,-6.3,5.8,-1.1,0.9,0.5,-19.0,-8.8,2.4,-7.1
CC(C)CN(CC(C)C)c1nnc(NC(=O)Cn2c(=O)oc3ccccc32)s1,-12.4,78.8*,0.6,0.4,1.1,-20.0,24.9,-0.1,0.7
CCCCCCCCCCCCCCCC[n+]1cccc(C(=O)N(CC)CC)c1,-16.1,108.3*,-2.9,0.5,-14.2,-0.4,17.5,3.1,107.5*
O=c1c2ccccc2nnn1CCO,-6.0,18.0,-2.0,0.0,-0.3,-5.1,12.9,0.3,-4.0
Cc1ccc2cn[nH]c2c1N,-19.7,9.5,2.3,0.3,-0.6,-3.8,35.0,-0.5,-9.5
N/C(CSc1ccc(Cl)cc1)=N\S(=O)(=O)c1ccc(Cl)cc1,-2.4,3.1,-0.6,-1.6,1.9,-7.6,-1.3,-1.6,-9.9
COc1ccc(N(CC(=O)N2CCC(C)CC2)S(=O)(=O)c2c(C)nn(C)c2C)cc1,-5.0,-16.2,3.6,0.8,-0.4,-9.2,-19.3,-0.8,-5.1
CN(C)NC(=O)c1ccsc1NC(=O)c1ccc(S(=O)(=O)N2CCCC2)cc1,1.6,6.0,-2.2,1.4,-0.9,-11.8,-8.8,5.2,-11.3
O=C(CSc1nc(-c2cccs2)cc(C(F)(F)F)n1)NCc1ccco1,-2.4,28.1,0.8,-0.4,-2.5,-9.5,27.0,-1.0,-7.8
O=c1ccc2cc(S(=O)(=O)Nc3ccc(F)cc3)ccc2o1,-1.0,-0.2,-2.7,0.8,-0.6,-20.3,10.2,3.3,3.3
COc1ccc(CCNC(=O)Cn2c(=O)n(-c3ccc(F)cc3F)c(=O)c3sccc32)cc1OC,-13.9,15.7,2.9,0.4,-0.5,-18.0,1.3,0.2,-4.4
CC(=O)CC(C)(C)n1nnc(-c2ccccc2)n1,-10.5,-5.3,3.8,0.3,-2.4,-8.4,10.4,0.2,-5.0
Cc1ccc(-c2nnn(CCC(=O)NC3CCCC3)n2)cc1,-14.6,27.7,-4.8,-0.3,-2.1,0.1,3.8,0.2,-9.6
C[C@H](N)c1nnc(SCc2c(Cl)cccc2Cl)o1,-10.2,18.6,-7.3,0.6,0.5,-10.1,-1.4,1.0,-8.1
O=C(Nc1ccc(-c2nnn(CC(=O)N3CCN(C(=O)c4ccco4)CC3)n2)cc1)c1ccccc1F,-7.1,5.5,-5.2,1.3,3.7,-9.1,13.5,4.0,-1.6
Cc1ccc(S(=O)(=O)Oc2ccc(/C=C(/NC(=O)c3ccccc3)C(=O)NCCCC(=O)O)cc2)cc1,4.0,-7.5,1.7,0.1,1.6,-15.0,14.6,-0.3,0.6
Cc1c(NC(=O)c2cccs2)cccc1-c1nc2ccccc2s1,-1.6,1.5,0.7,2.5,0.8,-7.4,11.6,8.1,-14.2
CNc1nc(N)c([N+](=O)[O-])c(NCc2ccccc2)n1,-2.1,3.4,1.3,-0.3,0.4,3.3,0.5,-1.6,8.3
Cc1ccc(Cn2ccc(NC(=O)c3cc(-c4cccc(Cl)c4)on3)n2)cc1,-25.9,18.5,-1.4,-0.5,1.2,-27.4,-2.5,1.4,-27.2
CCOc1ccc(N2C(=O)Nc3ccccc3C2(O)C(=O)N2CCN(c3ccccn3)CC2)cc1 (centres undefined),-4.3,12.3,-2.1,0.8,0.8,2.9,-0.5,0.5,0.0
O=C1c2ccccc2C(=O)N1C/C=C/CN1C(=O)c2ccccc2C1=O,-18.5,47.9,0.1,0.2,-1.0,-2.8,10.6,0.4,-2.4
Cc1ccc(S(=O)(=O)NC(=NC(C)C)c2ccccc2)cc1,.,8.4,-3.5,0.6,0.1,-12.4,0.2,1.3,-1.4
CCCN1CCC(N2CCN(c3cccc(C(F)(F)F)c3)CC2)CC1,-11.8,-37.3,1.9,1.2,-0.1,-24.7,14.4,1.1,-1.4
COc1cc(C)c(C)cc1S(=O)(=O)N1CCN(Cc2ccccc2)CC1,-5.2,44.5,0.2,0.1,1.2,-12.2,-7.6,0.0,-5.6
CSc1nc(Cl)c(Cc2ccc(OC(C)C)cc2)c(N2CCOCC2)n1,-9.1,-2.5,0.3,-0.3,1.5,-9.2,1.8,0.0,3.4
COC(=O)CN(Cc1ccco1)S(=O)(=O)c1ccccc1,-17.9,-19.6,0.1,0.2,-3.3,-10.2,3.8,0.2,-11.6
COc1ccccc1N1CC(C)C(=O)NC1=S (centres undefined),6.4,22.3,3.0,0.7,0.2,-9.4,-10.7,1.2,3.2
CN1CCN(c2nc(-c3cccnc3)nc3scc(-c4ccccc4)c23)CC1,-4.5,-5.3,0.8,1.1,2.8,-8.3,-6.7,1.3,-12.1
CC(C)=CCCC1=CCC(/C=N/NC(N)=O)C(C)C1 (centres undefined),-13.8,64.0,-1.0,0.3,1.1,13.8,6.3,0.3,-15.3
COc1ccc(C2CC(=O)C=C(NCc3ccccc3)C2)cc1 (centres undefined),-9.7,-6.6,2.6,0.8,-6.1,-11.1,12.2,2.4,-15.6
C[C@@H](C(=O)O)[C@@H]1C[C@@]1(C)[C@@H](NC(=O)OCc1ccccc1)c1ccccc1,.,-1.0,2.8,0.2,2.3,-13.9,2.9,-1.1,5.8
CCCS(=O)(=O)N1CCCC(C(=O)N2CCC(Cc3ccccc3)CC2)C1 (centres undefined),-6.2,31.8,2.2,0.9,1.2,-16.6,-5.8,2.8,-2.3
S=c1[nH]nc(-c2ccc(Cl)cc2)n1/N=C/C=C/c1ccco1,-9.7,33.6,11.6,0.4,2.9,1.0,2.5,0.6,-12.2
Cc1ccc(C2(C)NC(=O)N(CC(=O)c3ccc(Cl)s3)C2=O)cc1 (centres undefined),1.5,12.7,-3.1,2.4,-0.2,-18.4,12.8,2.1,-8.0
COc1ccc(C2=NN(C(=O)c3cccnc3)C(c3ccccc3)C2)cc1 (centres undefined),-14.5,-1.0,0.4,-0.6,-2.8,-3.2,-8.3,-1.8,-16.3
CN(Cc1cnccn1)Cc1nc(Cc2ccccc2F)no1,-8.0,3.2,-3.7,1.1,0.7,-9.0,13.0,0.4,-3.9
c1ccc(CCn2nnnc2C(c2cccs2)N2CCOCC2)cc1 (centres undefined),-4.5,4.0,-0.8,.,.,-6.9,8.9,.,-2.7
O=C(O)Cn1c(COc2ccc(Cl)cc2)nc2ccccc21,-16.5,8.9,-0.8,1.0,1.4,3.9,2.7,1.5,-15.8
COc1cc(NC(=O)COC(=O)[C@@H]2CCCN2S(=O)(=O)c2ccc(Cl)cc2)cc(OC)c1OC,3.8,8.6,-1.6,0.0,-3.0,-23.9,12.1,2.0,-11.4
N#C/C(=C(/O)CN1C(=O)c2ccccc2C1=O)c1nc2ccccc2[nH]1,-19.9,47.8,2.8,0.5,-2.1,-4.4,11.2,-1.0,-10.7
Cc1ccc(N2CCN(C(=O)N3CCCC3)CC2)cc1Cl,1.5,20.7,1.0,-0.8,-2.1,-12.1,7.6,-0.3,-11.2
COc1cc(CNCCNC(=O)c2nonc2N)ccc1OCc1ccc(Cl)cc1,-12.0,42.1,-1.9,2.3,-0.7,1.2,10.2,2.8,-7.2
O=C(CSc1nc2scc(-c3ccco3)c2c(=O)n1-c1ccccc1)NCC1CCCO1 (centres undefined),-11.6,100.5*,1.9,0.8,-1.1,7.6,-6.0,-0.7,-15.6
COc1cccc(C(=O)Nc2ccccc2)c1,-20.7,9.9,-1.7,0.0,-1.4,-8.3,22.3,-0.4,-5.6
O=C1CC(=C(c2ccccc2)c2ccccc2)C(=O)N1CCCCN1CCN(c2ccccc2)CC1,-16.1,62.6,-5.0,-0.7,-3.6,0.0,18.6,-1.9,-70.0
CCOC(=O)c1c(N)sc(C(=O)N(C)C)c1C,-15.6,21.5,-12.8,0.1,-1.9,-12.8,-6.8,0.7,-7.2
O=C(NC(=S)NCCc1ccccn1)c1ccccc1,-2.5,-57.9,-1.6,-0.2,0.8,-33.7,12.0,1.7,-10.8

Rows were taken by chance; about 5.9% have a hit in one of these screens.
